Screens from PubChem BioAssay.
Nrf2 block: blocks Nrf2 signaling. Potency, µM (series often up to 46 µM), without a hit: at the highest dose activity change, negative = inhibition, actives largely listed as inhibitors. A549 ARE-Fluc reporter, luciferase luminescence, 18-24 h. 360,000 tested, 2.1% active; further: potency means the concentration at half of the fitted maximal effect; on the % scale 0 is the no-effect control and ±100 the full control effect; nearly all actives have a fitted effect of over 60% in size
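Two sequential reads on A549 ARE_Fluc cells exposed to compound for 18-24 h: a CellTiter-Fluor fluorescence read for viability, then a luciferase luminescence read for Nrf2/ARE activity.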
TGFb inhibitor: blocks TGF-b signaling; AID 588855; Potency, µM (titrated, usually from 46.1 µM), inactives show at the highest dose activity, negative = inhibition, hits mostly inhibitors; HepG2 CAGA-GFP TGF-b/SMAD3 reporter, GFP fluorescence, 18 h; TGF-beta stimulated, 500 pg/mL final; 410,000 tested, 1.2% active; further: potency means the concentration at half of the fitted maximal effect; on the % scale 0 is the no-effect control and ±100 the full control effect; nearly all actives have a fitted effect of over 65% in size
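Inhibition of TGF-beta-driven CAGA-GFP reporter expression in HEPG2 cells is measured by cellular GFP fluorescence after 18 h stimulation with 500 pg/mL recombinant TGF-beta in 1% FBS medium at 37 degrees C.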
EPAC2 ag: activates human EPAC2 exchange factor; Q8WZA2; EPAC2 activation, biochemical qHTS; response scale: 100% = 6.5 mM cAMP response; Potency, µM (titrated, usually from 154 µM), inactives show at the top dose activation, most hits filed as activators; 360,000 tested, 0.079% active; further: potency means the concentration at half of the fitted maximal effect; nearly all actives have a fitted effect of over 50% in size
Target sequence (Q8WZA2 whole entry, looked up): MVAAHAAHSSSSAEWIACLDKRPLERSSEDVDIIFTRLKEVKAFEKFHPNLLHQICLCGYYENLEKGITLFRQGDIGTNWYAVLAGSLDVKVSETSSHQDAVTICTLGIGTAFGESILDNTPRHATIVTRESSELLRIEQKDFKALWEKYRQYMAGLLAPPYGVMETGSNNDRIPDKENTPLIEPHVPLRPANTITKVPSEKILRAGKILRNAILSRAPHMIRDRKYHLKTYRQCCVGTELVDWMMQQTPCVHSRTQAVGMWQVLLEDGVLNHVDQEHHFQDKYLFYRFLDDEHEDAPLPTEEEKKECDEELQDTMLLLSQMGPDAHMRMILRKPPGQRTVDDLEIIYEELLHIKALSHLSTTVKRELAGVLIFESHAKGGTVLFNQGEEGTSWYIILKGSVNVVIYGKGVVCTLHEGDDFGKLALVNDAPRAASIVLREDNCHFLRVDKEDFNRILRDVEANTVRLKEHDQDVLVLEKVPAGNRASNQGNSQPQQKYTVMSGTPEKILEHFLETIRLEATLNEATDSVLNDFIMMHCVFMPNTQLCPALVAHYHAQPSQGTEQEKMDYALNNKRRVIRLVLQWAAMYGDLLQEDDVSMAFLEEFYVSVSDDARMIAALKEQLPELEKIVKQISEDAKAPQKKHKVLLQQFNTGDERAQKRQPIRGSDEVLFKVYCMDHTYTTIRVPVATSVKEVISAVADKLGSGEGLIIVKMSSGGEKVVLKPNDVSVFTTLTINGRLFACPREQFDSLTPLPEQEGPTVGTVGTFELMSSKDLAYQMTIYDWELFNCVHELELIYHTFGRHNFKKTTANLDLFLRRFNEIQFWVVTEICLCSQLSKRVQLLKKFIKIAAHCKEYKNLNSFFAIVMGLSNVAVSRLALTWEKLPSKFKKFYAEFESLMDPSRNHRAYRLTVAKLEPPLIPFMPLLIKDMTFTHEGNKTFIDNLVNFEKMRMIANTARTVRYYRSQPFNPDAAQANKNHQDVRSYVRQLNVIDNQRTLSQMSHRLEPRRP
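Fluorescence exchange assay: 100 nM EPAC2 with 250 nM RAP1B-BODIPY-GDP and 50 uM GDP; compounds tested as a concentration-titration series (qHTS). Loss of Rap1-bound BODIPY-GDP fluorescence read at 480/540 nm; data normalized to 6.5 mM cAMP.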
ATXN2 expr inh: reduces ATXN2 reporter expression in HEK-293 cells; Potency, µM (highest dose often 57 µM), for the others: at the top dose activity change, negative = inhibition, hits mostly inhibitors; AID 1745845; 360,000 tested, 0.72% active; HEK-293 ATXN2-luciferase reporter, luminescence, 24 h; further: potency means the concentration at half of the fitted maximal effect; on the % scale 0 is the no-effect control and ±100 the full control effect; nearly all actives have a fitted effect of over 55% in size
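ATXN2-luciferase reporter cells (luciferase flanked by upstream and downstream ATXN2 gene portions) were treated 24 h at 37 °C with compounds at up to 57 uM. SteadyGlo luminescence gave expression; GF-AFC fluorescence gave viability.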
IL2 activator: IL-2 activation. IL-2 activation reporter assay, cell-based qHTS; stimulated with anti-CD3/CD4/CD28 beads; in transgenic mouse T cells. activation, % (series mostly up to about 46 µM). 360,000 tested, 0.065% active; in the data active means activation above about 50%; inconclusive means mostly about 30% to 49%; further: 0% is about no effect
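EGFP and DsRed fluorescence is measured by plate cytometry in unstimulated transgenic mouse T cells exposed to compound for 60 minutes, then stimulated 18 hours at 37 degrees C with anti-CD3/anti-CD4 beads plus anti-CD28.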
Nrf2 ARE act: activators of Nrf2 (ARE) signaling; 410,000 tested, 0.31% active; Potency, µM (titrated, usually from 46.1 µM), for inactives: top-dose activation, usual class: activators; AREc32 ARE-luciferase reporter (MCF7-derived line), luminescence, 24 h; AID 624171; further: potency means the concentration at half of the fitted maximal effect; % of control where 0% means no effect; nearly all actives have a fitted effect of over 65% in size
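AREc32_Fluc, 1000 cells/well, OPTI-MEM + 5% FBS, o/n 37 deg C 5% CO2; 23 nL cpd by pin tool, 24 hr; Steady-Glo 30 min RT, luminescence.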
ATXN viability: viability counter-screen for ATXN expression inhibitors; AID 651635; S2 cells (HEK-293 line with an ATXN2-luciferase reporter) viability, CellTiter-Fluor protease fluorescence, 24 h; 400,000 tested, 0.49% active; Potency, µM (top dose mostly 56.7 µM), usual class: cytotoxic; further: potency means the concentration at half of the fitted maximal effect; nearly all actives have a fitted effect of over 40% in size
HepG2 viability: HepG2 cytotoxicity, counter-screen for TGF-b inhibitors; HepG2 CAGA-GFP viability, ATP luminescence, 18 h; Potency, µM (highest dose often 46.1 µM), inactives show at the top dose activity change, negative = cytotoxicity, hits mostly cytotoxic; 410,000 tested, 0.76% active; AID 588856; further: potency means the concentration at half of the fitted maximal effect; some results filed as inactive show a strong effect at the top dose
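HepG2 CAGA-GFP cells (1000/well, DMEM with 1% FBS) received compound, then TGF-beta at 500 pg/mL final, and were incubated 18 hours at 37 degrees C. Viability was read by CellTiter-Glo luminescence. Media-only wells were set as complete cell-killing and DMSO as no toxicity.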
A549 tox: counter-screen for Nrf2 inhibitors: cytotoxicity in A549 cells | 390,000 tested, 0.16% active | Potency, µM (top dose mostly 46 µM), without a hit: top-dose activity change, negative = cytotoxicity, usual class: inhibitors | A549 ARE-Fluc cells, CellTiter-Fluor viability, 18-24 h; further: potency means the concentration at half of the fitted maximal effect; on the % scale 0 is the no-effect control and ±100 the full control effect
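A549 ARE-Fluc cells in 5% FBS OPTI-MEM, 5000 cells/well, rested 2 h then exposed to compounds in concentration-response for 18-24 h at 37 °C. Viability by CellTiter-Fluor fluorescence (Ex 405/Em 525) after 30 min; luciferase luminescence (BugLite, 15 min, RT) read afterwards.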
* = called active by the depositor; i = inactive; ? = inconclusive; · = no result given; & = joins results of further samples; [ ] = another dose, or the depositor's remark. Unless noted, the call rests on the fitted dose curve; in most records, active means well fitted curve in the direction sought with a large enough effect; inconclusive means small, poorly fitted or top-dose-only effect, or another doubt; inactive means no such curve, though single readings can be large; an effect the other way counts as inactive or inconclusive.

SMILES	Nrf2 block	TGFb inhibitor	EPAC2 ag	ATXN2 expr inh	IL2 activator	Nrf2 ARE act	ATXN viability	HepG2 viability	A549 tox
CCOC(=O)[C@H]1[C@H]2COc3cc(OC)ccc3[C@@H]2N2C(=O)c3cc(C)ccc3NC(=O)[C@@]12C	-2%	12%	11%	5%	-1.8	2.3%	i	-25%	12%
C=C(C)C1CC=C(C)/C(=N/NC(=O)C2CC2c2ccccc2)C1 (configuration not stated)	11%	-4%	4%	·	0.5	0.9%	i	-13%	5%
Cn1c(=S)n(C)c2ccccc21	?	2%	1%	·	0.2	0.8%	·	-1%	-5%
O=C(c1cccc([N+](=O)[O-])c1)N1CCN(c2cccc(Cl)c2)CC1	-8%	-25%	3%	-17%	-0.6	-0.1%[9.22 µM]	i	2%	-1%
Cc1[nH]n(-c2ccccc2)c(=S)c1C=Nc1cccc([N+](=O)[O-])c1	4%	?	2%	-15%	-1.9	0.4%	?	-21%	-2%
Cc1cc(C)c2c(CN3CCN(C)CC3)cc(=O)oc2c1	5%	16%	9%	-6%	0.5	0.3%	i	2%	27%
O=c1cc(-c2ccccc2)nc2n1Cc1ccccc1-2	10%	-23%	-3%	2%	2.1	?	?	-16%	-7%[1.84 µM]
Fc1ccccc1CNCCC(Cc1ccccc1)c1ccc2c(c1)OCO2 (configuration not stated)	?	?	14%	-22%	-4.7	7.1%	?	-57%	0%
Cc1cc(C)cc(C(=O)NC(CC(N)=O)c2ccc(NC3CCCCCCCCCCC3)c([N+](=O)[O-])c2)c1 (configuration not stated)	-5%	-1%	2%	2%	1.4	-1.4%	i	-2%	-11%
O=C(CSc1ncnc2scc(-c3ccccc3)c12)NCc1ccc2c(c1)OCO2	-29%	-23%	7%	-13%	0.3	-0.2%	i	-16%	-1%
Cc1noc(N)c1C(=O)Nc1ccc(C(C)(C)C)cc1	?	17%	13%	72%[activator]	-0.3	4.0%	i	-47%	-4%
CCCc1c(C)nc(N2CCN(c3ccc(F)cc3)CC2)[nH]c1=O	-14%	19%	4%	·	2.5	-0.5%	?	-45%	-6%
CCOC(=O)C1CCN(C(=O)Cc2c(C(=O)O)[nH]c3ccccc23)CC1	7%	-11%	-13%	-5%	-2.6	0.1%	i	5%	-12%
CN(C(=O)c1ccc2c(c1)N(Cc1cccc(Cl)c1)C(=O)c1ccccc1S2(=O)=O)C1CCCCC1	·	?	·	·	·	-1.1%	·	2%	-13%
CC(=O)N1CCN(C(=O)c2cccc(S(=O)(=O)Nc3c(C)n(C)n(-c4ccccc4)c3=O)c2)CC1	4%	0%	7%	-11%	-0.6	-0.1%	i	6%	8%
COc1ccc(NC(=O)CN(C)CC(=O)Nc2ccc3c(c2)CCC3)cc1	8%	-14%	1%	-9%	-1.9	-0.7%[9.22 µM]	i	-19%	0%
O=C(CCc1nnc(CCc2c[nH]c3ccccc23)o1)NC1CCC1	?	-14%	-3%	0%	-4.6	0.3%	i	-2%	-6%
N/C(=N\OC(=O)Nc1ccc(Cl)cc1)c1ncc(C(F)(F)F)cc1Cl	37%	7%	6%	20%	-0.2	2.9%	i	-3%	3%
O=C(Cn1nc(-c2ccc(Cl)cc2)ccc1=O)NCc1ccccc1Cl	·	3%	·	-19%	·	3.7%	i	-12%	1%
COc1ccccc1NS(=O)(=O)c1cccc(C(=O)NCC2(N3CCCCC3)CCCCC2)c1	15%	11%	7%	-4%	-2.8	3.6%	i	-4%	-11%

Overlap with the part before: two entries, followed by the next part.
SMILES	Nrf2 block	TGFb inhibitor	EPAC2 ag	ATXN2 expr inh	IL2 activator	Nrf2 ARE act	ATXN viability	HepG2 viability	A549 tox
O=C(Cn1nc(-c2ccc(Cl)cc2)ccc1=O)NCc1ccccc1Cl	·	3%	·	-19%	·	3.7%	i	-12%	1%
COc1ccccc1NS(=O)(=O)c1cccc(C(=O)NCC2(N3CCCCC3)CCCCC2)c1	15%	11%	7%	-4%	-2.8	3.6%	i	-4%	-11%
CC(N1CCOC1=O)S(=O)(=O)c1ccccc1 (configuration not stated)	-13%	-2%	3%	-10%	0.2	0.3%	i	5%	-7%
CCn1cc(C(=O)NCCc2ccccc2)c(=O)c2cc(S(=O)(=O)N3CCCC3)ccc21	-20%	-5%	5%	-10%	-0.9	-0.6%	i	-18%	0%
O=C(O)Cc1csc(NC(=O)c2ccco2)n1	0%	-10%	14%	7%	0.4	3.4%	i	5%	-8%
CC(C)C1NC2(C(=O)c3ccccc3C2=O)C2C(=O)N(c3ccc(F)cc3)C(=O)C12 (configuration not stated)	2%	28%	2%	10%	0.7	0.3%	i	0%	-2%
O=C(Nc1ccc(Cl)cc1)c1ccc2c(c1)S(=O)(=O)c1ccccc1C2=O	0%	-45%	-2%	3%	0.1	-0.6%	i	-3%	7%
COc1ccc(N2CCN(CCCNC(=O)Nc3ccccc3Cl)CC2)cc1	11%	?	·	-18%	·	-0.4%	i	-33%	1%
COc1cccc2nc3cc(C)c(C)cc3nc12	?	-15%	3%	·	-1.3	?	i	-8%	-13%
COc1cccc(C2=NN(C(=O)c3ccco3)C(O)(C(F)(F)F)C2)c1 (configuration not stated)	-10%	-14%	13%	-2%	0.3	2.7%	i	-11%	4%
CN(Cc1ccccc1)/C(=N/O)c1cccc(Cl)c1	17%	-12%	6%	3%	-1.1	0.2%	i	-23%	-3%
CC(C)OCCCNC(=O)C1CC(=O)N(CCc2ccccc2)C1 (configuration not stated)	17%	0%	1%	-8%	0.7	-0.5%	i	0%	-2%
O=C(CSc1ccc(Cl)cc1)Nc1cccc(-c2nc3ncccc3o2)c1	?	10%	-3%	-19%	0.1	0.0%	i	1%	-6%
CCOc1ccc(/C=C/C(=O)OCC(=O)Nc2cccc(S(=O)(=O)N3CCCC3)c2)cc1	-5%	-13%	10%	3%	-0.1	6.3%	i	-17%	-1%
Nc1c(-c2ccc(Cl)cc2)nnn1-c1ccccc1	11%	-20%	0%	53%[activator]	-0.1	3.8%	i	1%	1%
Cc1cccc(N2CCN(S(=O)(=O)c3ccc4oc(=O)c5ncn(C)c5c4c3)CC2)c1C	5%	1%	·	13%	·	-0.2%	i	-8%	1%
COC(=O)CC1C(=O)NCCN1C(=O)c1ccc(S(=O)(=O)N2CCOCC2)cc1 (configuration not stated)	3%	-11%	11%	-11%	0.2	-0.2%	i	-19%	5%
O=C(CNC(=S)NC(=O)c1ccc(F)cc1)c1ccccc1	31%	5%	-7%	6%	-2.2	2.9%	i	-3%	-2%
CCOC(=O)c1ccc(-n2c(CN3CCC(O)CC3)nc3ccc([N+](=O)[O-])cc3c2=O)cc1	28%	?	2%	·	0.0	3.5%	i	-16%	7%
COc1cccc(CNc2ccc(C(=O)O)cc2)c1OCc1ccccc1	-15%	-2%	-1%	-7%[11.3 µM]	-1.6	0.4%	i	-5%	1%
COc1ccc(/C=N/NC(=O)c2ccc(N(C)S(=O)(=O)c3ccccc3)cc2)c(OC)c1	3%	0%	14%	·	-3.0	-0.2%	i	-61%	13%
C=CCN(c1ccccc1)S(=O)(=O)c1cccc(C(=O)NCC(c2ccc(OC)cc2)N2CCCCC2)c1 (configuration not stated)	-3%	-27%	9%	?	-6.6	2.5%	i	-41%	-26%
Cc1cccc(NC(=O)CSc2nnc(CN3CCOCC3)n2C)c1C	19%	3%	-3%	-25%	0.4	-0.7%	i	0%	1%
Cc1ccc(C(=O)NCCCNC(=O)c2ccc(C)nc2)cc1	1%	-1%	0%	0%	-5.4	0.2%	i	-13%	0%
Cc1ccc(C(=O)CSc2ccccn2)cc1	?	-10%	8%	53%[activator]	-0.2	3.2%	i	-32%	1%
CCN(CC)CCCn1c2c(c(SCC(=O)Nc3nc4ccccc4s3)nc1=O)CCC2	?	?	3%	3%	-1.4	?	i	-13%	-20%
COc1ccc(Nc2c(-c3ccco3)nc3cccc(C)n23)cc1	13%&6%	-1%&-2%	15%	-12%	0.3	8.5%&15%	?	21%&-48%	10%&2%
CC1(C)C2CCC1(CS(=O)(=O)NC1CCCC1)C(=O)C2 (configuration not stated)	-6%	4%	5%	-6%	0.4	-0.5%	i	-11%	1%
CC(=O)Nc1ccc(C(=O)Nc2nc(-c3ccccn3)cs2)cc1	-2%	-1%	4%	-9%	0.2	0.6%	i	-56%	5%

Full records, quoted from the list. Screens in order: Nrf2 block	TGFb inhibitor	EPAC2 ag	ATXN2 expr inh	IL2 activator	Nrf2 ARE act	ATXN viability	HepG2 viability	A549 tox
Profile of `CCOC(=O)[C@H]1[C@H]2COc3cc(OC)ccc3[C@@H]2N2C(=O)c3cc(C)ccc3NC(=O)[C@@]12C` : -2%	12%	11%	5%	-1.8	2.3%	i	-25%	12%
Profile of `CCOc1ccc(/C=C/C(=O)OCC(=O)Nc2cccc(S(=O)(=O)N3CCCC3)c2)cc1` : -5%	-13%	10%	3%	-0.1	6.3%	i	-17%	-1%
Profile of `CC1(C)C2CCC1(CS(=O)(=O)NC1CCCC1)C(=O)C2` (configuration not stated) : -6%	4%	5%	-6%	0.4	-0.5%	i	-11%	1%
Profile of `COc1cccc(CNc2ccc(C(=O)O)cc2)c1OCc1ccccc1` : -15%	-2%	-1%	-7%[11.3 µM]	-1.6	0.4%	i	-5%	1%
Profile of `O=c1cc(-c2ccccc2)nc2n1Cc1ccccc1-2` : 10%	-23%	-3%	2%	2.1	?	?	-16%	-7%[1.84 µM]
